Wnt act: Wnt/beta-catenin pathway activators, primary screen, cell-based, plate reader, single point. activation, % at 9.35 µM. Wnt/beta-catenin reporter cell assay, activator. 1.2% of 300,000 active. AID 743398, 2014; in the data active = activation above about 30%, passing the limit was not always enough;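 note: 0% = neutral control wells and 100% = positive control wells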
MOR-DOR ag: agonists of OPRM1-OPRD1 heterodimerization, primary screen, cell-based, luminescence; Mu-type opioid receptor (Homo sapiens) + Delta-type opioid receptor (Homo sapiens), …; cells; activation, % at 9.3 µM; 0.3% of 340,000 active; in the data active = activation above about 18%;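 note: 0% = vehicle-treated cells and 100% = reference agonist; values of inactives mirror those of a sister screen read the other way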
Target sequence (P35372 whole entry, looked up): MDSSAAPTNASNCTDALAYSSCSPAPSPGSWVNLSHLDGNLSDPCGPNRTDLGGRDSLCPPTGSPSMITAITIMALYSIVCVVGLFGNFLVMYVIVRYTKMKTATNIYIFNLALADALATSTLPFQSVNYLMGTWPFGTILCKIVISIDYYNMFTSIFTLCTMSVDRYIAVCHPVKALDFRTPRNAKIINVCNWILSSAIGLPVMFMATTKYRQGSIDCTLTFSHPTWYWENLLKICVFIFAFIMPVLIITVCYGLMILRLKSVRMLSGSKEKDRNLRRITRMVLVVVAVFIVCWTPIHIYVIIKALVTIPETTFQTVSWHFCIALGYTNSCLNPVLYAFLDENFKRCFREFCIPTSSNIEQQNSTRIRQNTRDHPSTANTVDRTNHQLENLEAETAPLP
Target sequence (P41143 whole entry, looked up): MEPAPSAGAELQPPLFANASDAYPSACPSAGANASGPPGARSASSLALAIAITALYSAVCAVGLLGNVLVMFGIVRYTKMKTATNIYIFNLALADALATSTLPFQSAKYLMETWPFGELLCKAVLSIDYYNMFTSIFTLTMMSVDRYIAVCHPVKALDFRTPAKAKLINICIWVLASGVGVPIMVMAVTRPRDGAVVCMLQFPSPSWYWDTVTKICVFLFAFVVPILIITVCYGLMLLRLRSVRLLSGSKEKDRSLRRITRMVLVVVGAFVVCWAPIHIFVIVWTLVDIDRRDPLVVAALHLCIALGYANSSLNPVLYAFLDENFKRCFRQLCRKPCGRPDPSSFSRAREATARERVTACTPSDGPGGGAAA
RTF Ca sens inh: cardiac RTF calcium sensitivity inhibitors, primary screen, biochemical, IANBD-TnC fluorescence, EC70 calcium | Troponin I, cardiac muscle (Homo sapiens) + Troponin T, cardiac muscle (Homo sapiens) + … | IANBD-labeled cardiac RTF, Ca2+ fluorescence | inhibition, % at 7.15 µM | 0.12% of 340,000 active;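 active = inhibition above the mean inhibition of all tested compounds plus 3 SD, cut at about 17% in these data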;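 note: assay run at fixed EC70 calcium of 1.6 mM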
C-LANA FP: inhibitors of KSHV C-LANA binding to DNA, primary screen, biochemical, fluorescence polarization, FAM-LBS DNA, MBP-C-LANA, single point; inhibition, % at 9 µM; 0.078% of 340,000 active; AID 504423, 2011;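 active = highest replicate inhibition at or above 60% at 9 µM, even if other replicates fall short; inactive = all replicates below 60% inhibition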;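 note: 0% = neutral control wells and 100% = 4 µM acridine orange control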
Keap1 Nrf2 FP: Keap1-Nrf2 protein-protein interaction inhibitors, primary screen, biochemical, fluorescence polarization, single point. Kelch-like ECH-associated protein 1 (Homo sapiens), Q14145. AID 504523, 2011. inhibition, % at 9.4 µM. Keap1 Kelch-Nrf2 peptide fluorescence polarization, 1536-well. 0.15% of 340,000 active; in the data active = inhibition above about 12%;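 note: human Keap1 Kelch domain with fluorescein labeled Nrf2 9mer peptide probe; 0% = neutral control wells and 100% = peptide positive control; higher means more block of Keap1 binding to Nrf2 peptide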
MOR-DOR inv ag: inverse agonists of MOR-DOR heterodimerization, primary screen, cell-based, luminescence. 0.21% of 340,000 active. Mu-type opioid receptor (Homo sapiens) + Delta-type opioid receptor (Homo sapiens), …. inhibition, % at 9.3 µM. cell-based MOR-DOR heterodimer luminescence, inverse agonism; in the data active = inhibition above about 22%, passing the limit was not always enough;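 note: 0% = cells with DMSO and 100% = wells without cells with DMSO; values of inactives mirror those of a sister screen read the other way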
RTF Ca sens act: cardiac RTF calcium sensitivity activators, primary screen, biochemical, IANBD-TnC fluorescence, EC20 calcium | IANBD-labeled TnC RTF fluorescence at EC20 calcium; 0% EC20 calcium, 100% full calcium | activation, % at 7.2 µM | 0.24% of 340,000 active | AID 493008, 2010;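 active = activation above the mean over all tested compounds plus 3 SD, cut at about 30% in these data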;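 note: rise in fluorescence read as greater calcium sensitivity of cardiac thin filaments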
V-ATPase pH: regulators of yeast V-ATPase proton pumping, primary screen, pHLuorin cytosolic pH fluorescence; AID 504577, 2011; response, % at 10 µM; 0.37% of 350,000 active; S. cerevisiae; in the data active = response mostly above about 7.3%, no sharp cut-off; inactive = mostly below about 5.4%; note: actives read high; inactives centre near 0; some compounds called inactive have numbers as strong as hits; reference of the scale not given here
Arr AP2 block: inhibitors of beta-arrestin/AP2 binding, primary screen, biochemical, GPCR trafficking, flow cytometry | FITC-arrestin peptide / GST-AP2 beads; AP2 beta2 appendage carries R879A mutation | inhibition, % at 10 µM | 0.31% of 340,000 active | AID 504490, 2011;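 active = inhibition above a set limit, near 3 SD of compounds lacking own fluorescence, cut at about 54% in these data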;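 note: plate controls were DMSO wells for no effect and 5 µM unlabelled arrestin peptide for full effect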
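Material – AP2 appendage R879A on GSH beads · Buffer or medium – PBS with 0.05% Tween 20 and 0.1% BSA · Probe or stimulus – fluorescein-tagged arrestin peptide at 50 nM final · Incubation – compound with beads 12 min RT, then probe 1 h RT · Detection – high-throughput flow cytometry of beads, ex 488, em 535 nm · Evaluation – percent response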
DSG3 Ab inh: inhibitors of pemphigus antibody binding to DSG3, primary screen, biochemical, bead-based, flow cytometry, scFv-GFP; DSG3-coupled beads, scFv-anti-DSG3-GFP binding; active compounds read low; binding (percent of control), % at 10 µM; 0.48% of 310,000 active; AID 588358, 2011;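 active = binding more than 3 SD below its plate's average and above zero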;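 note: hits lower antibody fragment binding to DSG3; some compounds called inactive have numbers as strong as hits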
* = called active by the depositor; nt = no result given.

SMILES | Wnt act | MOR-DOR ag | RTF Ca sens inh | C-LANA FP | Keap1 Nrf2 FP | MOR-DOR inv ag | RTF Ca sens act | V-ATPase pH | Arr AP2 block | DSG3 Ab inh
CN(Cc1ccccc1N1CCCC1)C(=O)c1cc2cc(Cl)ccc2o1 | 1 | 2.3 | -6 | -1.6 | 3 | -9 | 0 | 3 | 12 | 113
CCN1C(=O)/C(=C\c2ccc(-c3ccc([N+](=O)[O-])cc3OC)o2)SC1=Nc1cccc(C(=O)O)c1 | 0 | 1.6 | -3 | 1.2 | -1 | -8 | -5 | 3 | -6 | 99
O=C1CCC(=O)N1c1ccc(-c2nc3ccccc3s2)cc1 | 1 | 0.8 | -1 | 2.0 | -3 | -6 | -4 | 3 | 8 | 99
CCC(C(=O)N1CCOCC1)n1c(C(=O)OC)cc2occc21 (centres undefined) | 1 | -0.9 | -8 | 0.2 | -5 | 5 | 5 | 4 | 11 | 99
Cc1nnc(SCC(=O)Nc2nc(C(C)(C)C)cs2)s1 | nt | 0.8 | -4 | -1.2 | 3 | -4 | -3 | 0 | 1 | 102
O=C(/C(=C/c1ccncc1)n1ccnc1)c1ccc(Cl)cc1Cl | 0 | nt | nt | nt | nt | nt | nt | -1 | -14 | 103
CCCC1(c2ccccc2)NC(=O)N(CC(=O)NCC2COc3ccccc3O2)C1=O (centres undefined) | 1 | -4.7 | 3 | 1.4 | 1 | 18 | -1 | -2 | 2 | 109
COc1ccc(NC(=O)Cn2cnc3c(oc4nc5c(cc43)COC(C)(C)C5)c2=O)cc1 | -2 | -3.1 | 1 | 0.1 | -4 | 15 | 8 | -1 | 37 | 114
CC1CCCN(c2c3c(nc4ccccc24)CCCC3)C1 (centres undefined) | -3 | 4.7 | 5 | -0.4 | 4 | -22 | -2 | -6 | 32 | 109
COc1ccc(-c2cc(C(=O)N(C)Cc3cccc(OC)c3OC)c3ccccc3n2)cc1OC | 0 | 0.1 | -16 | -2.6 | -6 | 0 | 5 | -1 | -3 | nt
CC1(C)Cc2cccc(OCC(=O)NC3CC3)c2O1 | -6 | -1.0 | -7 | 0.7 | -5 | 5 | 6 | 5 | 11 | nt
CCc1nc2c(oc3ccccc32)c(=O)[nH]1 | nt | -2.2 | 7 | -1.3 | 1 | 12 | -3 | 3 | -1 | 114
CCOC(=O)C1(Cc2cccc(F)c2)CCN(C(=O)c2cnccn2)CC1 | -2 | -3.3 | -1 | 0.9 | 4 | 16 | 0 | -1 | -23 | 100
CC(C)CNC(=O)COC(=O)c1c2c(nc3ccccc13)/C(=C\c1cccs1)CC2 | 16 | 21* | 0 | -2.3 | -8 | -104 | 10 | 2 | 0 | 94
CCCCCCC1(C)NC(=S)N(c2ccccc2)N1 (centres undefined) | -1 | -5.2 | 4 | 0.0 | -5 | 27 | 1 | 5 | -8 | 97
S=C(NCC1CCCO1)Nc1cc(Cl)c(Cl)cc1Cl (centres undefined) | -1 | 5.5 | -11 | 0.6 | -6 | -28 | 7 | 0 | 11 | nt
Cc1nc(SCc2ccc(Cl)c(Cl)c2)n[nH]1 | 5 | -3.0 | -3 | -0.1 | 3 | 14 | 1 | -2 | -27 | 98
Cc1c(C(=O)NC2CCCC2)oc2ccccc12 | 12 | -3.3 | -3 | -1.2 | -3 | 13 | 0 | 5 | 9 | nt
Cc1cccc(CNC(=O)CCCn2nc(C)c3c(C)n(-c4ccccc4)nc3c2=O)c1 | 0 | -1.4 | -1 | 0.4 | -7 | 8 | -3 | -1 | 5 | nt
O=C(CN1C(=O)C2C3C=CC(C3)C2C1=O)Nc1nc2ccccc2[nH]1 (centres undefined) | 4 | -1.2 | 2 | 1.8 | -9 | 7 | 5 | -2 | 5 | 102
CCC(c1nnnn1C(C)(C)CC)N(CCN1CCOCC1)Cc1cc2cc(C)ccc2[nH]c1=O (centres undefined) | -8 | -3.6 | -10 | -1.0 | -4 | 19 | 3 | 1 | -1 | 98
COc1nc(Nc2ccc([N+](=O)[O-])cc2)nc(NC(C)C)n1 | -3 | -0.4 | -19 | 0.7 | -1 | 2 | -5 | 12 | 0 | 119
CCN(CC)CCCn1c2c(c(SCC(=O)Nc3cccc(C)c3C)nc1=O)CCC2 | -2 | -0.7 | -3 | 2.1 | -2 | 4 | -6 | -1 | 14 | 105
OC12CC3C[C@H](C1)C(N1CCOCC1)[C@@H](C3)C2 (some centres undefined) | 1 | -1.0 | 1 | -2.3 | 0 | 5 | 1 | 2 | 1 | 112
Cc1ccc(CS(=O)(=O)CCC(=O)NC2CC2)cc1 | nt | -1.7 | -6 | -0.1 | -1 | 9 | -1 | 0 | -4 | 104
COc1ccc(/C=C(/CC(=O)NCc2ccc(Cl)cc2)c2nc3ccccc3s2)cc1 | nt | 0.3 | -4 | -0.8 | 3 | -2 | -4 | 1 | 2 | 99
COc1ccc(-c2ccc(C)cc2)cc1[C@H]1[C@H]2C=CC[C@@H](C)[C@@H]2C(=O)N1Cc1ccccc1 | 26 | 0.3 | -1 | 2.3 | 7 | -2 | -5 | -1 | 17 | 102
C1=Nc2c(NCc3ccccc3)ncnc2Oc2ccccc21 | nt | -0.5 | -4 | 0.2 | 2 | 2 | -4 | -3 | 16 | 107
CCn1c(C)c(C)c2cc(C(=O)NCCCN3CCCCC3)ccc21 | -2 | 0.6 | 0 | -3.4 | -8 | -3 | -3 | -3 | 6 | 126
O=C(NCc1nc2ccccc2[nH]1)C1=C[C@H](c2coc3ccccc3c2=O)C[C@H](OCc2ccc(CO)cc2)O1 | -3 | 0.1 | -5 | 3.2 | -4 | -1 | -5 | -5 | 3 | 101

The closing three records of the part above come first, to join the parts.
SMILES | Wnt act | MOR-DOR ag | RTF Ca sens inh | C-LANA FP | Keap1 Nrf2 FP | MOR-DOR inv ag | RTF Ca sens act | V-ATPase pH | Arr AP2 block | DSG3 Ab inh
C1=Nc2c(NCc3ccccc3)ncnc2Oc2ccccc21 | nt | -0.5 | -4 | 0.2 | 2 | 2 | -4 | -3 | 16 | 107
CCn1c(C)c(C)c2cc(C(=O)NCCCN3CCCCC3)ccc21 | -2 | 0.6 | 0 | -3.4 | -8 | -3 | -3 | -3 | 6 | 126
O=C(NCc1nc2ccccc2[nH]1)C1=C[C@H](c2coc3ccccc3c2=O)C[C@H](OCc2ccc(CO)cc2)O1 | -3 | 0.1 | -5 | 3.2 | -4 | -1 | -5 | -5 | 3 | 101
O=S(=O)(c1ccc(F)c(F)c1F)N1CCN(C(=S)NC2CC3CCC2C3)CC1 (centres undefined) | -2 | 5.8 | 1 | -0.3 | -5 | -29 | 7 | 6 | 7 | 108
Cc1ccc(C)c(S(=O)(=O)NC(CC(C)C)C(=O)O)c1 (centres undefined) | nt | -1.9 | -17 | -1.1 | -1 | 10 | -3 | 7 | 8 | 98
C[C@@H]1CC[C@]2(O[C@H](CCO)C[C@@H](O)[C@@H]2O)O1 | 0 | 3.9 | -5 | -2.9 | -3 | -22 | -12 | -2 | -4 | 99
CCSC1=C(C#N)C(c2ccc3c(c2)OCO3)C2=C(CCCC2=O)N1 (centres undefined) | nt | -2.4 | -5 | 0.0 | 3 | 11 | -2 | -1 | -10 | 97
CCCNC(=O)C(Cc1cccc(Cl)c1)NC(=O)c1ccccc1 (centres undefined) | 1 | -3.4 | 9 | -0.8 | -5 | 15 | -2 | 4 | -1 | 99
COc1ccc(CCNC(=O)C2(C)CCC(=O)N2Cc2ccc(C)cc2)cc1OC (centres undefined) | -1 | -2.7 | -3 | 1.4 | -6 | 12 | 1 | 2 | -4 | 107
Cc1cc(C)c(C)c(OCc2nc(-c3cccnc3)no2)c1 | -5 | 4.8 | 3 | 0.6 | -2 | -22 | 0 | 5 | 0 | 94
COc1ccc(/C(O)=C2\C(=O)C(=O)N(CCN(C)C)C2c2cc(OC)c(OC)c(OC)c2)c(C)c1 (centres undefined) | nt | -3.3 | -20 | 1.5 | 2 | 16 | -2 | 1 | -2 | 100
C#CCOCCOCCOCCNc1nc(N2CCN(C(=O)[C@H](CCC(=O)O)n3cc(C(N)[C@H](C)CC)nn3)CC2)nc(N2CCN(C(=O)[C@H](CCC(=O)O)n3cc(C(N)[C@H](C)CC)nn3)CC2)n1 (some centres undefined) | -1 | 0.0 | -8 | 3.3 | -2 | 0 | 0 | -3 | 14 | 103
O=C(NCc1ccccc1C(F)(F)F)C1CCC(=O)N(CCCc2ccccc2)C1 (centres undefined) | 6 | -2.7 | -10 | -0.4 | 0 | 15 | 5 | 1 | 1 | nt
O=C(NCc1ccco1)c1ccc(COc2cc(Cl)ccc2Cl)cc1 | nt | 0.8 | -4 | 0.3 | -1 | -5 | -4 | -2 | 4 | 99
COc1cc(S(=O)(=O)N(Cc2ccccc2)Cc2ccccn2)ccc1-n1cnnn1 | -8 | 0.1 | -15 | 0.9 | -1 | 0 | -4 | -1 | 10 | 85
CCOc1cc(N2CCOCC2)c(OCC)cc1NC(=O)COC(=O)c1ccccc1OC(F)F | -1 | -3.4 | 2 | 1.0 | -2 | 18 | -12 | 5 | 28 | nt
N#Cc1ccc(CSc2nnc(NC(=O)CN3C(=O)C4CC=CCC4C3=O)s2)cc1 (centres undefined) | 4 | -1.7 | -5 | -0.6 | -2 | 10 | 0 | -2 | 12 | 100
COCCCNC(=S)Nc1cccc2ncccc12 | 1 | 4.0 | -3 | 0.2 | -5 | -21 | -2 | 3 | 12 | 126
O=C(O)C(Cc1ccccc1)N1C(=O)/C(=C/c2cccs2)SC1=S (centres undefined) | -10 | nt | nt | 3.5 | -4 | nt | nt | 0 | 3 | nt
CCN(Cc1ccc(OC)c(F)c1)C(=O)c1oc2ccccc2c1COC | -3 | 2.6 | 7 | -2.7 | 2 | -18 | 1 | 5 | 15 | 100
O=C(Cn1ncc2c3ccccc3n(Cc3ccccc3)c2c1=O)NCCN1CCOCC1 | 1 | -1.8 | 2 | 1.3 | -2 | 9 | -4 | -5 | 3 | 104
Cc1cccc(NC(=O)Cn2cnc3c(oc4ccccc43)c2=O)c1 | -1 | -1.5 | 16 | -0.6 | -5 | 8 | 5 | -1 | 14 | 107
COc1ccccc1NC(=O)COC(=O)/C=C/c1ccc(OC)c(OC)c1 | -6 | -4.0 | 3 | 0.7 | 1 | 16 | -5 | 1 | -15 | 105
COc1ccc(CN2CCN(S(=O)(=O)c3ccc(NC(C)=O)cc3)CC2)cc1 | 3 | -0.2 | -6 | 0.1 | -2 | 1 | 0 | 2 | -4 | 95
